Compound activity: PubChem, several laboratories
PKA-R2B activ: activates the human PKA-R2B holoenzyme complex; P22694+P31323; PKA-R2B holoenzyme dissociation, Cy5-IP20 fluorescence polarization; R2B truncated from residue 108, S112A mutant; 0% DMSO only, 100% 113 µM cGMP; activation, % at 11.4 µM; 340,000 tested, 0.079% active; AID 504700;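 active = activation above a cutoff set at the mean over all compounds plus 3 SD, cut at about 18% in these data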;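 note: higher means more holoenzyme dissociation and a rise in polarization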
Keap1 Nrf2 FP: disrupts human Keap1 binding to Nrf2 peptide; Q14145; Keap1 Kelch-Nrf2 peptide fluorescence polarization, 1536-well; inhibition, % at 9.4 µM; 340,000 tested, 0.15% active; in the data active = inhibition above about 12%;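 note: human Keap1 Kelch domain with fluorescein labeled Nrf2 9mer peptide probe; 0% = neutral control wells and 100% = peptide positive control; higher means more block of Keap1 binding to Nrf2 peptide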
Target sequence (Q14145 whole entry, looked up, the tested form may be a part): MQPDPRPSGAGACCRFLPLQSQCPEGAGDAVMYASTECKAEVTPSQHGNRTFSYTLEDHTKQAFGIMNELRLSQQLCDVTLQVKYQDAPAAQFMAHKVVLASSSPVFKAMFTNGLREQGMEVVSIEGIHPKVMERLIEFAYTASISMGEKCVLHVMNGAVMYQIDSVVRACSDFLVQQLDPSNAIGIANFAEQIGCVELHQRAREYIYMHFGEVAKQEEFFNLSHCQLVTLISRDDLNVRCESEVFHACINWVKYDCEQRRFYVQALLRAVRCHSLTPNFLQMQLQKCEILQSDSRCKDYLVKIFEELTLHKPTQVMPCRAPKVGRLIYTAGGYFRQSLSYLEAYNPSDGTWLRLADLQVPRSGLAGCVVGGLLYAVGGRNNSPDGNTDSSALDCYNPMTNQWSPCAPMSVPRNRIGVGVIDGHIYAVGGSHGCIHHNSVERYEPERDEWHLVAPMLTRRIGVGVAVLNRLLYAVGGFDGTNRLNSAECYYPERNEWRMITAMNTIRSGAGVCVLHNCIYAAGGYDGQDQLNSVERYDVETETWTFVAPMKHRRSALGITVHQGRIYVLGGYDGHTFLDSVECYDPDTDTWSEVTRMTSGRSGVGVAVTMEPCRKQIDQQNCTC
RTF Ca sens inh: cardiac RTF calcium desensitization; P19429+P45379; IANBD-labeled cardiac RTF, Ca2+ fluorescence; inhibition, % at 7.15 µM; 340,000 tested, 0.12% active;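 active = inhibition above the mean inhibition of all tested compounds plus 3 SD, cut at about 17% in these data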;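 note: assay run at fixed EC70 calcium of 1.6 mM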
LANA DNA inh: blocks KSHV LANA C-terminal domain binding to DNA; inhibition, % at 9 µM; MBP-C-LANA/FAM-LBS DNA binding, fluorescence polarization; 340,000 tested, 0.078% active;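 active = highest replicate inhibition at or above 60% at 9 µM, even if other replicates fall short; inactive = all replicates below 60% inhibition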;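 note: 0% = neutral control wells and 100% = 4 µM acridine orange control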
SR-BI DiI inh: blocks mouse SR-BI lipid uptake from DiI-HDL; ldlA[mSR-BI] CHO cells, DiI-HDL uptake fluorescence, 3 h; inhibition, % at 12.5 µM; 320,000 tested, 0.96% active; AID 488896;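 active = mean replicate inhibition of at least 70% and a set share of replicates each scoring 70 or more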;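 note: 0% = median of neutral control wells and 100% = median of positive control wells; values of inactives mirror those of a sister screen read the other way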
Target sequence (Q61009 whole entry, looked up): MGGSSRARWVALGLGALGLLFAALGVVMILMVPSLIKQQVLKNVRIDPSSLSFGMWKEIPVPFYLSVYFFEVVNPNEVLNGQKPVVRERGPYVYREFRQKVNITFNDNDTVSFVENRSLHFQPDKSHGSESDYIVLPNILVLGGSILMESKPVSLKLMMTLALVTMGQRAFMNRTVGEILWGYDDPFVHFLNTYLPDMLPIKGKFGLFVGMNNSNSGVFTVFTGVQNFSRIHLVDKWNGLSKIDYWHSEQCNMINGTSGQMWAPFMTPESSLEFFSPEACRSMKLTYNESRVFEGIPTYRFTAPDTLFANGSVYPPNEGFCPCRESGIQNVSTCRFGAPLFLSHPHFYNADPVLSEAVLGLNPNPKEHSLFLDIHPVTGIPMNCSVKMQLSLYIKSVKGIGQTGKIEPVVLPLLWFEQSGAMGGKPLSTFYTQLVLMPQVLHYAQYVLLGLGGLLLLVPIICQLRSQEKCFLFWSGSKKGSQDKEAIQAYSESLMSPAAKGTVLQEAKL
DAGLB inh: blocks human DAGLB lipase activity; inhibition, % at 5.17 µM; Q8NCG7; HEK293T DAGLB membrane lysate, EnzChek fluorogenic substrate; 340,000 tested, 0.059% active; in the data active = inhibition above about 34%;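 note: 0% = enzyme with vehicle and 100% = wells lacking enzyme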
Arrestin-AP2 inh: human beta-arrestin and AP2 interaction inhibition. FITC-arrestin peptide / GST-AP2 beads, flow cytometry; AP2 beta2 appendage carries R879A mutation. inhibition, % at 10 µM. 340,000 tested, 0.31% active. AID 504490;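 active = inhibition above a set limit, near 3 SD of compounds lacking own fluorescence, cut at about 54% in these data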;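 note: plate controls were DMSO wells for no effect and 5 µM unlabelled arrestin peptide for full effect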
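test system = AP2 appendage R879A on GSH beads | buffer or medium = PBS plus Tween 20 (0.05%) and BSA (0.1%) | incubation = 12 min plus 1 h, RT | detection = bead flow cytometry, FITC channel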
SR-BI uptake up: enhances SR-BI lipid uptake from DiI-HDL; CHO ldlA[mSR-BI] cells, DiI-HDL uptake fluorescence, 3 h; 100 = double the neutral-control signal; activation, % at 12.5 µM; 320,000 tested, 0.096% active; AID 504775;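 active = mean replicate activation of at least 60% and every replicate at or above 60%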;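 note: 0% = median plate neutral-control signal and 100% = twice that signal; values of inactives mirror those of a sister screen read the other way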
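Test system: SR-BI-overexpressing, LDLR-lacking CHO cells; Also added: labelled HDL, 10 µg/mL; Measured by: bottom-read cell fluorescence after medium removal, ex 550/em 595 nm; Timing: 3 h uptake period with compound, 37 °C; Buffer or medium: F12, 0.5% BSA, 25 mM HEPES; Doses: single compound concentration, delivered by pin transfer.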
NSD2 inh: blocks human histone methyltransferase NSD2 | O96028 | NSD2 peptide methylation, AlphaScreen, 120 min | inhibition, % at 12.5 µM | 310,000 tested, 0.54% active; in the data active = inhibition above about 50%
PvdQ inh: blocks Pseudomonas aeruginosa PvdQ acylase activity. AID 488965. 340,000 tested, 0.063% active. inhibition, % at 10 µM. purified PvdQ acylase, fluorescence plate reader; in the data active = inhibition above about 30%, passing the limit was not always enough;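 note: 0% = vehicle neutral wells and 100% = reference inhibitor wells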
An asterisk follows results filed as active; . = no result given.

The line under a structure holds: PKA-R2B activ, Keap1 Nrf2 FP, RTF Ca sens inh, LANA DNA inh, SR-BI DiI inh, DAGLB inh, Arrestin-AP2 inh, SR-BI uptake up, NSD2 inh, PvdQ inh
CCOc1cc(NC(=O)c2ccccc2C)c(OCC)cc1NC(=O)C1=Cc2ccccc2OC1
 : -16, -4, -18, -0.8, 62, 2, -3, -62, -1, -9
Cc1ccc2nc(-c3ccccc3O)c(Nc3ccc4c(c3)OCCO4)n2c1
 : -1, -2, -3, -0.4, 11, -2, -4, -11, -2, -7
CS(=O)(=O)N(Cc1ccc(C(=O)NCc2ccco2)cc1)c1ccccc1
 : 3, -1, -8, 1.7, -18, -2, -1, 18, -1, -18
CC(=O)Nc1ccc(NC(=O)C2C3CCC(C3)C2C(=O)O)cc1 (centres undefined)
 : -6, -2, -9, -0.6, -4, -1, -9, 4, -1, -7
O=C(Oc1ccc(Cl)cc1)c1ccc(N2CCOCC2)c([N+](=O)[O-])c1
 : 0, 1, -5, -0.8, -7, 0, 9, 7, 0, 17
Nc1cc2c(cc1Br)-c1ccc(F)cc1C2O (centres undefined)
 : 3, -2, 4, -0.7, 41, 2, 20, -41, 0, -4
Cc1cc(C)n2nc(C(=O)OCC(=O)c3ccccc3)nc2n1
 : -7, -5, 1, 15, -6, 1, -7, 6, ., 2
COc1c(C)cc(C(=O)C2CCCN(C(=O)CCc3scnc3C)C2)cc1C (centres undefined)
 : -4, 2, 1, 0.6, ., 1, 16, ., -1, 6
CCCCN1CNC(=S)N(Cc2ccccc2)C1
 : -2, -5, -9, -1.3, -30, -2, 3, 30, -2, 0
Cc1ccc(C(=O)CC(C(=O)O)n2ccc(C)n2)cc1 (centres undefined)
 : -7, -2, 2, 0.2, -3, 2, -1, 3, -1, -5
CN(C)c1ccc(CNC(=O)c2ccc(CNc3c(N4CCCCC4)c(=O)c3=O)cc2)cc1
 : -8, -1, 1, 0.9, -6, 2, 3, 6, ., 8
CC(C)(C)OC(=O)C[C@H]1C/C=C\C[C@@H](CC(=O)NCCO)C(=O)NCCOC1=O
 : -8, -4, -2, -0.1, -13, 0, -4, 13, ., -3
CCOC(=O)C1=C(C)NC(C)=C(C(=O)OCC)C1c1ccc(C)o1
 : -4, -4, -1, 0.8, -15, -3, 13, 15, 3, -6
O=C1c2ccccc2NC(c2ccccc2)N1Cc1ccco1 (centres undefined)
 : 2, -2, -25, 0.4, -32, -3, 0, 32, 2, -16
O=C(Nc1ccccc1)C1=C[C@H](C2CCCCC2)C[C@H](OCCCCO)O1
 : -10, -8, 3, 0.3, 10, 0, 1, -10, ., -7
CC(C)(C)N(Cc1nc(-c2ccccc2)no1)C(=O)c1ccc2c(c1)OCO2
 : -6, 1, -14, -1.0, -14, -5, 6, 14, -5, -18
Cc1noc(NS(=O)(=O)c2ccc(N/C=C\C(=O)c3ccccc3)cc2)c1C
 : -5, -10, 0, -0.5, -31, 1, 8, 31, 4, 11
CC(=O)Nc1ccc(C(=O)OCC(=O)Nc2ccc([N+](=O)[O-])cc2C(F)(F)F)cc1
 : 1, -4, -2, 0.1, 8, -1, 1, -8, 2, -15
CCOc1ccc(Cl)cc1S(=O)(=O)N1CCC(C(=O)NC2CC2)CC1
 : 3, 3, 10, -1.4, ., 0, -3, ., ., -15
COCCCNc1nc(N)c([N+](=O)[O-])c(Nc2ccccc2OC)n1
 : ., -2, ., -3.2, 0, ., 4, 0, 0, -9

Taken from the results shown for reference:
The line under a structure holds: PKA-R2B activ, Keap1 Nrf2 FP, RTF Ca sens inh, LANA DNA inh, SR-BI DiI inh, DAGLB inh, Arrestin-AP2 inh, SR-BI uptake up, NSD2 inh, PvdQ inh
Cc1ccc2nc(-c3ccccc3O)c(Nc3ccc4c(c3)OCCO4)n2c1
 : -1, -2, -3, -0.4, 11, -2, -4, -11, -2, -7
CS(=O)(=O)N(Cc1ccc(C(=O)NCc2ccco2)cc1)c1ccccc1
 : 3, -1, -8, 1.7, -18, -2, -1, 18, -1, -18
CC(=O)Nc1ccc(NC(=O)C2C3CCC(C3)C2C(=O)O)cc1 (centres undefined)
 : -6, -2, -9, -0.6, -4, -1, -9, 4, -1, -7

(next part)
The line under a structure holds: PKA-R2B activ, Keap1 Nrf2 FP, RTF Ca sens inh, LANA DNA inh, SR-BI DiI inh, DAGLB inh, Arrestin-AP2 inh, SR-BI uptake up, NSD2 inh, PvdQ inh
Cc1ccnc(NS(=O)(=O)c2ccc(NC(=O)Cc3ccc(Cl)cc3)cc2)n1
 : -4, 5, -5, 1.4, -5, 1, 3, 5, -4, -9
CCc1nnc(NC(=O)CSc2nnc(C)n2CC2CCCO2)s1 (centres undefined)
 : 10, -4, -5, 0.5, 0, 1, 6, 0, 3, -9
N#C/C(=C\c1c(N2CCCCC2)nc2ccccn2c1=O)C(=O)NCc1ccco1
 : 1, 1, 9, 0.2, 25, -4, 9, -25, 3, 11
CC12CN(Cc3ccccc3)CC(C)(CN(Cc3ccccc3)C1)C2=O
 : 11, -1, -3, -1.0, -13, -2, -12, 13, -3, -14
Cn1c(=O)c2c(SCC(=O)N3CCCc4ccccc43)nc(CC(C)(C)C)nc2n(C)c1=O
 : -20, 4, -8, -0.3, -12, -3, -1, 12, ., -12
O=C(O)c1cc(S(=O)(=O)N2CCCCCC2)ccc1Cl
 : 6, -1, 2, 1.3, -19, 0, 21, 19, 0, 5
CCOC(=O)C1=C(C)NC(C)=C(C(=O)OCC)C1C(=O)OCC(=O)N(C)C
 : -4, -1, 2, -1.8, 3, -1, -11, -3, -4, -3
Cc1cnn(C(=S)NCc2ccco2)c1
 : -7, 0, 2, 0.6, -4, -1, -4, 4, 1, -6
Cc1cccc(NC(=O)Cc2cccs2)n1
 : -17, -7, -4, -0.1, -18, -1, 3, 18, ., 4
CC(C)C(=O)NC(=S)Nc1sc2c(c1C(N)=O)CCCC2
 : -4, 0, 1, 1.2, -32, 1, 2, 32, 0, -4
COC(=O)c1ccc(COC(=O)CNC(=O)c2cccc(OC)c2)o1
 : 0, 3, -10, -0.1, -28, -1, -4, 28, 1, -16
CCC(C)N1CC23C=CC(O2)C(C(=O)OCc2ccccc2)C3C1=O (centres undefined)
 : -8, 0, -10, -0.5, -28, 1, 2, 28, -6, -4
O=C(NC1(C(F)(F)F)C(=O)Nc2c1c(=O)[nH]c(=O)n2-c1ccc(F)cc1)c1cccnc1 (centres undefined)
 : -15, -1, -9, 1.0, -8, 1, 1, 8, 0, -13
O=[N+]([O-])c1ccc(NCCc2ccccc2)c(Br)c1
 : 7, -1, -2, -1.5, 22, -6, 4, -22, 4, 6
N#C/C(=C\c1ccc(OC(=O)c2ccc(Br)s2)cc1)c1nc2ccccc2[nH]1
 : 9, -4, 2, 3.8, -3, 0, 17, 3, ., -1
CCOc1ccc2cc(/C=C/C(=O)c3ccco3)c(Cl)nc2c1
 : 3, 2, -22, -0.4, -5, -6, 4, 5, 1, -4
CCN(c1ccccc1)S(=O)(=O)c1ccc(OC)c(NC(=O)c2cccs2)c1
 : 3, -1, -4, -0.5, -12, -2, 1, 12, -3, 10
Cc1cc(C)cc(C(N)=Nc2cccc(C#N)c2)c1
 : -6, 5, -12, -0.3, 3, -2, 4, -3, 1, -11
COC(=O)CCC(=O)Nc1ccc(S(=O)(=O)N2CCc3ccccc32)cc1
 : -3, 2, -4, -1.1, 25, -2, -5, -25, -1, -4
CC(=O)NS(=O)(=O)c1ccc(N2C(=O)CC(Sc3nccc(C)n3)C2=O)cc1 (centres undefined)
 : -3, 1, -8, -1.3, 6, 0, 38, -6, 0, -12
C[C@H](NC(=O)[C@H]1N2C(=O)c3ccccc3C2SC1(C)C)C(=O)NCC1CCCO1 (some centres undefined)
 : -3, 2, -10, -0.3, -17, -1, 5, 17, -2, -2
CCOc1cc(C)c(Cl)cc1S(=O)(=O)NCc1ccc2c(c1)OCO2
 : 7, 2, -8, 0.0, 9, -1, 4, -9, -3, -11
CCCN(CC1CC1)c1nc(N)c2c(N)nc(OC)cc2c1C#N
 : -2, -3, 1, -0.3, 50, -9, -2, -50, 4, -16
CCOC(=O)c1ccc(COC(=O)CCc2nc3ccccc3[nH]c2=O)o1
 : 7, -7, -5, -1.0, ., 2, 34, ., 1, -3
COc1ccc(COCC(O)CN2CCc3ccccc3C2)cc1OC (centres undefined)
 : 1, -1, -8, -0.2, -4, 1, 17, 4, -2, -11
O=C(O)/C=C/C(=O)N1CCN(S(=O)(=O)c2cc(C(F)(F)F)ccc2Cl)CC1
 : -4, 0, -8, 0.6, -1, 1, 14, 1, -1, 9
Cc1ccc(NC(=O)c2ccccn2)c(Br)c1
 : -2, -4, -3, 0.3, 8, -12, 5, -8, -4, -14
COCCCNC(=O)/C(C#N)=C/c1c(N2CCN(c3cccc(Cl)c3)CC2)nc2c(C)cccn2c1=O
 : -1, 1, -8, 1.9, 18, 1, 5, -18, 1, -12
O=S(=O)(NCc1ccccn1)c1ccccn1
 : -12, 2, 1, 2.1, -7, 0, 3, 7, ., -3
C[C@H](CO)N1C[C@H](C)[C@@H](CN(C)S(=O)(=O)c2cccs2)Oc2ccc(NS(=O)(=O)c3ccccc3)cc2CC1=O
 : 0, -4, 0, -0.7, 7, -4, 6, -7, ., -10
Cn1nccc1C(=O)Nn1cnnc1
 : 8, 0, -5, 0.7, -24, -1, 21, 24, -2, 1
Cc1cc(C)n(CC(C)NC(=O)c2cc(COc3ccc(F)c(F)c3)on2)n1 (centres undefined)
 : 6, -1, -7, -1.5, 9, 2, 11, -9, -2, -6
CC1CCN(C(=O)c2ccc(S(=O)(=O)Cc3cccc(F)c3)c([N+](=O)[O-])c2)CC1
 : 1, -2, -18, 0.2, 3, -6, 20, -3, -3, 8
CCOC(=O)N1CCN(C(=O)c2ccc(C)c(S(=O)(=O)Nc3ccccc3)c2)CC1
 : -11, -3, -10, 1.6, 52, -2, 16, -52, -2, 2

Three of the compounds above, as labelled records:
molecule: CC(C)C(=O)NC(=S)Nc1sc2c(c1C(N)=O)CCCC2
  PKA-R2B activ: -4 | Keap1 Nrf2 FP: 0 | RTF Ca sens inh: 1 | LANA DNA inh: 1.2 | SR-BI DiI inh: -32 | DAGLB inh: 1 | Arrestin-AP2 inh: 2 | SR-BI uptake up: 32 | NSD2 inh: 0 | PvdQ inh: -4

molecule: COC(=O)c1ccc(COC(=O)CNC(=O)c2cccc(OC)c2)o1
  PKA-R2B activ: 0 | Keap1 Nrf2 FP: 3 | RTF Ca sens inh: -10 | LANA DNA inh: -0.1 | SR-BI DiI inh: -28 | DAGLB inh: -1 | Arrestin-AP2 inh: -4 | SR-BI uptake up: 28 | NSD2 inh: 1 | PvdQ inh: -16

molecule: CCC(C)N1CC23C=CC(O2)C(C(=O)OCc2ccccc2)C3C1=O (centres undefined)
  PKA-R2B activ: -8 | Keap1 Nrf2 FP: 0 | RTF Ca sens inh: -10 | LANA DNA inh: -0.5 | SR-BI DiI inh: -28 | DAGLB inh: 1 | Arrestin-AP2 inh: 2 | SR-BI uptake up: 28 | NSD2 inh: -6 | PvdQ inh: -4
